From PubChem
Rad51 HR inh – human RAD51 strand exchange inhibitors, primary screen, biochemical, fluorescence; AID 1385, 2008; inhibition, % at 10 µM; hRad51 DNA strand exchange, fluorescence dequenching; DNA repair protein RAD51 homolog 1 (Homo sapiens), Q06609; 200,000 tested, 0.085% active;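 active = inhibition above 40% at the single screening dose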;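 also: 0% = DMSO control wells and 100% = blanks with heterologous ssDNA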
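Assay system: Human Rad51 nucleoprotein filaments preassembled on unlabelled ssDNA | Reagent: Donor/quencher-labelled 47-bp dsDNA substrate | Doses: One concentration, 10 µM final | Times: 37 °C 15-min filament assembly, 30-min compound preincubation, 15-min exchange | Technique: Fluorescein emission 520 nm, excitation 485 nm | Benchmarks: Plate control and blank wells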
Wee1 degr inh – Wee1 degradation inhibitors, primary screen, cell-based, HeLa, Wee1K328M-luciferase, luminescence; 220,000 tested, 1.2% active; Wee1-like protein kinase (Homo sapiens), P30291; AID 1321, 2008; HeLa Luc-Wee1K328M stability; 100% = proteasome inhibitor MG132 effect; reporter increase, % at 5 µM;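 active = activation above the mean of all tested compounds plus 3 SD, set per screening run, cut at about 8.8% in these data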;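 also: cells exposed to compound for 20 h before luminescence read; 0% = DMSO alone and 100% = MG132 at 30 µM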
Mdm2 ligase inh – MDM2-luciferase reporter signal enhancers, primary screen, MDM2 E3 ligase inhibitor project, cell-based, luminescence, 1536-well; AID 1230, 2008; cell-based MDM2 ubiquitination luciferase reporter, 2 h; 0 = plate control, 100 = twice control, blank-subtracted; signal enhancement, % at 5 µM; 210,000 tested, 0.11% active;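 active = signal enhancement of 30% or more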;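 also: luminescence tracks abundance of the self-degrading MDM2-luciferase fusion protein; higher signal means inhibition of MDM2 E3 ligase activity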
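Timing – 2 h compound exposure at 37 °C · Assay system – mammalian cells stably expressing self-ubiquitinating, self-degrading MDM2 E3–luciferase fusion · Amount – 2000 cells seeded into each well · Measure – % luminescence enhancement versus blank-corrected plate control mean · Measured by – SteadyLite luminescence, 15 min reagent step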
FXIIa inh – human FXIIa protease inhibitors, primary screen, biochemical, 1536-well. 220,000 tested, 0.3% active. purified FXIIa, Boc-QGR-AMC fluorogenic substrate, 2 h. inhibition, % at 5 µM; in the data active = inhibition above about 40%;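 also: 0% = enzyme with no compound and 100% = blank without enzyme; many of its hits are not listed in these tables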
eIF4E-4G inh – eIF4E–eIF4G protein interaction inhibitors, primary screen, biochemical, uHTS, TR-FRET, eIF4GI fragment; Eukaryotic translation initiation factor 4E (Mus musculus) + Eukaryotic translation …; TR-FRET eIF4E-eIF4GI(517-606) binding, 2 h; inhibition, % at 21.7 µM; AID 782, 2007; 220,000 tested, 0.37% active;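 active = inhibition above about 30%, limit read from the data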;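 also: 0% = full FRET control wells and 100% = background wells lacking eIF4GI fragment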
KLK5 inh – human KLK5 protease inhibitors, primary screen, biochemical, 1536-well; 210,000 tested, 0.59% active; AID 873, 2007; Kallikrein-5 (Homo sapiens), Q9Y337; inhibition, % at 5 µM; recombinant hK5, fluorogenic AMC substrate cleavage;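 active = inhibition of 40% or more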;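 also: 0% = enzyme controls without compound and 100% = no-enzyme blanks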
Target sequence (Q9Y337 67-293 limits assumed): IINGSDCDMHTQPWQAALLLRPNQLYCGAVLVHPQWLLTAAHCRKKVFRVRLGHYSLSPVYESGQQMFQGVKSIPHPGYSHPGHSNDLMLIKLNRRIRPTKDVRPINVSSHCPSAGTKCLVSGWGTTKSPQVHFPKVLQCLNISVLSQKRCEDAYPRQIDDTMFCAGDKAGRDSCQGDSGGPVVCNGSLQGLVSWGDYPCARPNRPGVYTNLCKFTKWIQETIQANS
FXIa inh – human FXIa protease inhibitors, primary screen, biochemical, 1536-well; purified FXIa, Boc-Glu-Ala-Arg-AMC fluorogenic substrate; inhibition, % at 5 µM; 220,000 tested, 0.14% active; AID 798, 2007;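 active = inhibition of at least 40%; inactive = inhibition below 40%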;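 also: fluorescence of freed AMC excited at 355 nm; 0% = enzyme without compound and 100% = no enzyme blank; many of its hits are not listed in these tables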
Target sequence (P03951 19-387 limits assumed): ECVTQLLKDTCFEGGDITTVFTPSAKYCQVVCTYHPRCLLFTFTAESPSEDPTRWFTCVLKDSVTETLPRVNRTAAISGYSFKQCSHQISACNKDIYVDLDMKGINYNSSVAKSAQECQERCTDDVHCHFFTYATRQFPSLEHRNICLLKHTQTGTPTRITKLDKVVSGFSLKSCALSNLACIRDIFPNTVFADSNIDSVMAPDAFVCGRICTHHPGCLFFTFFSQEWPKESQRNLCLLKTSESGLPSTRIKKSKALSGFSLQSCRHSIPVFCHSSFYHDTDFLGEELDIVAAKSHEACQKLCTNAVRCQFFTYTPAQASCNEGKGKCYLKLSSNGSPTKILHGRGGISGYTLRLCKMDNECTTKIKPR
Target sequence (P03951 388-625 limits assumed): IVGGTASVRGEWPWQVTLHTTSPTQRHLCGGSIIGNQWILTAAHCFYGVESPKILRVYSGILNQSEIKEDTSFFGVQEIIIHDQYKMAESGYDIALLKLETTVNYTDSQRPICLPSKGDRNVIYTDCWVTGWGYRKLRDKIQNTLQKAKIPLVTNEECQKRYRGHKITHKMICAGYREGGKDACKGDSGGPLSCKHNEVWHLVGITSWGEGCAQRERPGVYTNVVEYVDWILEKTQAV
14-3-3 Bad PPI – inhibitors of 14-3-3 zeta/Bad binding, primary screen, biochemical, TR-FRET, bovine 14-3-3 zeta; 14-3-3 protein zeta/delta (Bos taurus), P63103; TR-FRET 14-3-3zeta/Dy647-pBad peptide displacement, 1 h; inhibition, % at 21.7 µM; 220,000 tested, 0.71% active; AID 781, 2007;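 active = inhibition above about 70%, limit read from the data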;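 also: 0% = full 14-3-3 plus peptide FRET controls and 100% = background without 14-3-3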
Target sequence (P63103 whole entry, looked up): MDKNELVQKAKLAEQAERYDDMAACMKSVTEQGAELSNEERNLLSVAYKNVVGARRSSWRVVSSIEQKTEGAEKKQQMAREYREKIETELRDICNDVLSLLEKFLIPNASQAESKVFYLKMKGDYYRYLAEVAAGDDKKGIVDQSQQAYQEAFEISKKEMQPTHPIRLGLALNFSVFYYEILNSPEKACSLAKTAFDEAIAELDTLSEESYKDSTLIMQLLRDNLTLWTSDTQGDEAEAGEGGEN
p97 ATPase inh – inhibitors of human p97 ATPase, primary screen, biochemical. Transitional endoplasmic reticulum ATPase (Homo sapiens), P55072. recombinant p97 ATPase, Kinase-Glo ATP luminescence, 3 h. inhibition, % at 8 µM. 220,000 tested, 0.42% active. AID 1481, 2009; in the data active = inhibition above about 15%;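 also: 0% = DMSO vehicle and 100% = wells lacking enzyme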
Active calls of the source: *; [ ] = dose if it differs, or a comment.

CC12CCC(c3c(C(=O)O)nn(-c4ccccc4)c31)C2(C)C (stereo not drawn) was read as Rad51 HR inh 4.5, Wee1 degr inh -3.2, Mdm2 ligase inh -22.2, FXIIa inh 4.8, eIF4E-4G inh 2.5[fluorescence artefact?], KLK5 inh 12.3, FXIa inh 2.5, 14-3-3 Bad PPI -2.1 and p97 ATPase inh 1.7.
CCn1c(SCC(=O)Nc2cc(NC(C)=O)ccc2OC)nnc1-c1ccncc1 was read as Wee1 degr inh -2.2, Mdm2 ligase inh -1.3, FXIIa inh 7.9, eIF4E-4G inh 1.4[fluorescence artefact?], KLK5 inh -21.1, FXIa inh 2.8, 14-3-3 Bad PPI 0.6[fluorescence artefact?] and p97 ATPase inh 0.6.
CCN(CC(=O)Nc1ccc2c(c1)OCCO2)CC(=O)Nc1ccc2c(c1)OCO2 was read as Rad51 HR inh 3.8, Wee1 degr inh 1.2, Mdm2 ligase inh 0.3, FXIIa inh 0.4, eIF4E-4G inh -1.6, KLK5 inh -19.1, FXIa inh 6.9, 14-3-3 Bad PPI -2.5 and p97 ATPase inh -0.7.
`Cc1cnc(NS(=O)(=O)c2ccccc2)c(Br)c1` gave Rad51 HR inh 16.5, Wee1 degr inh 7.1, Mdm2 ligase inh -12.5, FXIIa inh 6.4, eIF4E-4G inh 8.2, KLK5 inh 1.8, FXIa inh 8.8, 14-3-3 Bad PPI 9.4 and p97 ATPase inh 5.0.
For O=C(CSc1cccc[n+]1[O-])Nc1ccc2c(c1)OCCO2 the results were Rad51 HR inh 9.4, Wee1 degr inh -2.3, Mdm2 ligase inh -8.6, FXIIa inh 8.1, eIF4E-4G inh 1.1, KLK5 inh 17.5, FXIa inh 0.6, 14-3-3 Bad PPI -11.6 and p97 ATPase inh 6.6.
Screening CNC(=O)CSc1ncnc2c1cnn2-c1ccccc1 returned Rad51 HR inh -6.7, Wee1 degr inh 2.9, Mdm2 ligase inh -12.7, FXIIa inh 0.0, eIF4E-4G inh 5.0, KLK5 inh -8.3, FXIa inh -5.0, 14-3-3 Bad PPI 5.5 and p97 ATPase inh -3.6.
Screening CC1CCCCN1C/C=C/c1ccccc1[N+](=O)[O-] (stereo not drawn) returned Rad51 HR inh 0.5, Wee1 degr inh 0.7, Mdm2 ligase inh 22.8, FXIIa inh 11.7, eIF4E-4G inh 0.4, KLK5 inh 8.0, FXIa inh 6.3, 14-3-3 Bad PPI 0.0 and p97 ATPase inh 0.8.
COc1cccc(Nc2nnc(SCC(=O)N3CCOCC3)s2)c1 was read as Rad51 HR inh 3.4, Wee1 degr inh -0.7, Mdm2 ligase inh -3.0, FXIIa inh 12.1, eIF4E-4G inh -5.2, KLK5 inh -6.0, FXIa inh -2.6, 14-3-3 Bad PPI -0.9 and p97 ATPase inh -2.6.
CCOC(=O)C1=C(C)NC2=C(C(=O)C(C(=O)OCC)C(c3ccc(OC)cc3)C2)C1c1ccccn1 (stereo not drawn) was read as Rad51 HR inh 17.9, Wee1 degr inh -1.3, Mdm2 ligase inh -7.0, FXIIa inh -0.6, eIF4E-4G inh -2.3, KLK5 inh 3.0, FXIa inh -0.6, 14-3-3 Bad PPI 2.5 and p97 ATPase inh -1.2.
CC1=CC(=C(C#N)C#N)c2ccccc2N1C was read as Rad51 HR inh -278.2, Wee1 degr inh -2.2, Mdm2 ligase inh -7.6, FXIIa inh 10.7, eIF4E-4G inh 1.1, KLK5 inh 5.5, FXIa inh 1.6, 14-3-3 Bad PPI -4.5 and p97 ATPase inh 5.3.
`COc1ccc(N2C(=O)CC(NC3CCCCNC3=O)C2=O)cc1` (stereo not drawn) gave Rad51 HR inh 5.0, Wee1 degr inh 2.4, Mdm2 ligase inh 2.9, FXIIa inh 2.1, eIF4E-4G inh 1.0, KLK5 inh -3.7, FXIa inh -5.0, 14-3-3 Bad PPI -3.9 and p97 ATPase inh 8.7.
For Cn1ccnc1SCC(=O)Nc1cccc([N+](=O)[O-])c1 the results were Wee1 degr inh 0.3, Mdm2 ligase inh -9.0, FXIIa inh -2.8, eIF4E-4G inh 1.5, KLK5 inh -6.5, FXIa inh -6.1, 14-3-3 Bad PPI -4.4 and p97 ATPase inh 0.7.
CCn1c(=N)n(CC(O)c2ccccc2)c2ccccc21 (stereo not drawn) was read as Rad51 HR inh 5.8, Wee1 degr inh 0.8, Mdm2 ligase inh -4.7, FXIIa inh 17.4, eIF4E-4G inh 6.0, KLK5 inh -11.1, FXIa inh 3.2, 14-3-3 Bad PPI -5.4 and p97 ATPase inh -3.8.
For O=c1oc2ccc(Cl)cc2nc1/C=C(\O)c1cccs1 the results were Rad51 HR inh -100.0, Wee1 degr inh 2.8, Mdm2 ligase inh -1.8, FXIIa inh 7.5, eIF4E-4G inh -1.3, KLK5 inh 0.6, FXIa inh -0.7, 14-3-3 Bad PPI -2.7 and p97 ATPase inh -5.3.
`Cc1cccc(C)c1NC(=O)CN(C)CC(=O)Nc1ccccc1Br` gave Rad51 HR inh 0.3, Wee1 degr inh -0.9, Mdm2 ligase inh -2.0, FXIIa inh 9.6, eIF4E-4G inh 0.6, KLK5 inh 15.9, FXIa inh -1.1, 14-3-3 Bad PPI 6.1 and p97 ATPase inh 1.1.

Overlap with the part before: two entries; new compounds follow.
For O=c1oc2ccc(Cl)cc2nc1/C=C(\O)c1cccs1 the results were Rad51 HR inh -100.0, Wee1 degr inh 2.8, Mdm2 ligase inh -1.8, FXIIa inh 7.5, eIF4E-4G inh -1.3, KLK5 inh 0.6, FXIa inh -0.7, 14-3-3 Bad PPI -2.7 and p97 ATPase inh -5.3.
`Cc1cccc(C)c1NC(=O)CN(C)CC(=O)Nc1ccccc1Br` gave Rad51 HR inh 0.3, Wee1 degr inh -0.9, Mdm2 ligase inh -2.0, FXIIa inh 9.6, eIF4E-4G inh 0.6, KLK5 inh 15.9, FXIa inh -1.1, 14-3-3 Bad PPI 6.1 and p97 ATPase inh 1.1.
OCC1(CCCc2ccccc2)CCN(Cc2cc(F)ccc2F)CC1 was read as Rad51 HR inh 34.5, Wee1 degr inh -0.6, Mdm2 ligase inh -8.5, FXIIa inh 6.3, eIF4E-4G inh -0.8, FXIa inh 1.4, 14-3-3 Bad PPI -13.5 and p97 ATPase inh 0.3.
Screening O=S(=O)(c1ccc2c(c1)OCCO2)N1CCN(c2nc3ccccc3s2)CC1 returned Rad51 HR inh -2.8, Wee1 degr inh 2.0, Mdm2 ligase inh -4.7, FXIIa inh 2.9, eIF4E-4G inh 0.3, KLK5 inh -5.3, FXIa inh -3.0, 14-3-3 Bad PPI 0.8 and p97 ATPase inh 2.1.
For O=C(Nc1c(C(=O)Nc2cccc3ccccc23)cnn1-c1ccccc1)c1ccco1 the results were Rad51 HR inh 3.0, Wee1 degr inh 0.2, Mdm2 ligase inh 6.8, FXIIa inh 15.2, eIF4E-4G inh 0.1[fluorescence artefact?], KLK5 inh -6.2, FXIa inh 5.9, 14-3-3 Bad PPI 1.7[fluorescence artefact?] and p97 ATPase inh -4.6.
Screening COc1cc(CNCc2cccnc2)ccc1OCc1ccccc1 returned Rad51 HR inh -2.9, Wee1 degr inh 6.4, Mdm2 ligase inh -25.6, FXIIa inh 7.8, eIF4E-4G inh 1.6, KLK5 inh 15.0, FXIa inh 5.0, 14-3-3 Bad PPI 14.5 and p97 ATPase inh -6.8.
`O=C1CCCC/C1=C\Nc1ccccc1C(=O)O` gave Rad51 HR inh -8.2, Wee1 degr inh 2.6, Mdm2 ligase inh -5.1, FXIIa inh -3.1, eIF4E-4G inh 0.7, KLK5 inh -7.9, FXIa inh -1.1, 14-3-3 Bad PPI 17.5[fluorescence artefact?] and p97 ATPase inh 3.7.
COc1ccc(S(=O)(=O)NNC(=O)c2sccc2-n2cccc2)cc1 was read as Rad51 HR inh 10.2, Wee1 degr inh -2.5, Mdm2 ligase inh -20.7, FXIIa inh 4.2, eIF4E-4G inh 1.3, KLK5 inh -3.6, FXIa inh 5.4, 14-3-3 Bad PPI -11.0 and p97 ATPase inh 4.5.
Screening COc1cc(/C=N/NC(N)=S)ccc1OCC(=O)N1CCOCC1 returned Rad51 HR inh -5.2, Wee1 degr inh 2.2, Mdm2 ligase inh -14.1, FXIIa inh 8.6, eIF4E-4G inh 0.8, KLK5 inh -8.1, FXIa inh -0.3, 14-3-3 Bad PPI 0.7 and p97 ATPase inh 5.0.
Screening O=c1c2ccccc2ncn1-c1ccc(Cl)cc1Cl returned Rad51 HR inh 0.6, Wee1 degr inh -1.3, Mdm2 ligase inh -5.4, FXIIa inh 6.5, eIF4E-4G inh -0.9, KLK5 inh -2.5, FXIa inh 1.2, 14-3-3 Bad PPI 0.3 and p97 ATPase inh 1.8.
For CN(CCc1ccccn1)C(=O)CCC1CCCN(C(=O)c2c3c(nn2C)CCCC3)C1 (stereo not drawn) the results were Rad51 HR inh -105.6, Wee1 degr inh 3.6, Mdm2 ligase inh -7.6, FXIIa inh 4.5, eIF4E-4G inh -2.4, KLK5 inh -2.2, FXIa inh -6.5, 14-3-3 Bad PPI 0.1 and p97 ATPase inh -0.2.
Screening Cc1ccc(S(=O)(=O)/N=C/c2cc(Br)ccc2O)cc1 returned Rad51 HR inh -2.1, Wee1 degr inh 1.1, Mdm2 ligase inh -0.6, FXIIa inh -0.7, eIF4E-4G inh -1.9, KLK5 inh -15.7, FXIa inh -8.8, 14-3-3 Bad PPI -15.6 and p97 ATPase inh 0.8.
`CN(C)CC1CCCCC1C1(O)c2ccccc2CSc2sccc21` (stereo not drawn) gave Rad51 HR inh 8.7, Wee1 degr inh -2.1, Mdm2 ligase inh -10.0, FXIIa inh 15.9, eIF4E-4G inh -0.1, KLK5 inh 5.9, FXIa inh 2.3, 14-3-3 Bad PPI -6.7 and p97 ATPase inh -0.5.
`COc1ccc(OCC(=O)Nc2c3c(nn2C(C)(C)C)CSC3)cc1` gave Rad51 HR inh 0.2, Wee1 degr inh 4.4, Mdm2 ligase inh -9.1, eIF4E-4G inh -1.4, KLK5 inh -0.5, FXIa inh -1.8, 14-3-3 Bad PPI -4.5 and p97 ATPase inh -2.1.

Reprinted at random: 2 entries already listed.
Screening O=S(=O)(c1ccc2c(c1)OCCO2)N1CCN(c2nc3ccccc3s2)CC1 returned Rad51 HR inh -2.8, Wee1 degr inh 2.0, Mdm2 ligase inh -4.7, FXIIa inh 2.9, eIF4E-4G inh 0.3, KLK5 inh -5.3, FXIa inh -3.0, 14-3-3 Bad PPI 0.8 and p97 ATPase inh 2.1.
`Cc1cccc(C)c1NC(=O)CN(C)CC(=O)Nc1ccccc1Br` gave Rad51 HR inh 0.3, Wee1 degr inh -0.9, Mdm2 ligase inh -2.0, FXIIa inh 9.6, eIF4E-4G inh 0.6, KLK5 inh 15.9, FXIa inh -1.1, 14-3-3 Bad PPI 6.1 and p97 ATPase inh 1.1.
